High-throughput results (PubChem BioAssay)
mHTT-CaM PPI inh: mHTT-calmodulin interaction abrogation | inhibition, % at 15 µM | 3.6% of 190,000 active | AlphaScreen His-mHTT/GST-CaM binding, luminescence | P42858;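 also: 0% = both proteins with DMSO and 100% = one protein alone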
Pf apPOL inh: Pf-apPOL DNA polymerase inhibition. Recombinant Pf-apPOL, molecular beacon fluorescence, 1.5 h. inhibition, % at 10 µM. 0.25% of 210,000 active. AID 1794808
The depositor's hits bear a star; i = inactive; x = not tested or not shown; & = joins results of further samples. Rule as the data show it: active = inhibition above about 50%; inactive = the rest.

SMILES	mHTT-CaM PPI inh	Pf apPOL inh
COc1ccc(S(=O)(=O)CCCC(=O)N2CCNC(=O)C2(C)C)cc1	-0.4	2.4
CC(C)(C)OC(=O)NCCN=Cc1ccc(Cl)cc1	x	5.2
N#CC1=C(SCC(=O)Nc2nccs2)NC(=O)CC1c1ccccc1F (stereo not drawn)	-4.0	-6.0
Cc1ccc(S(=O)(=O)NC(Cc2ccccc2)C(=O)O)cc1 (stereo not drawn)	-4.4	-5.9
O=[N+]([O-])c1cc(Cl)ccc1Oc1c(Cl)cccc1Cl	x	2.5
Cc1ccc(NC(=O)N2CCN(C)CC2)cc1	-1.4	-1.1
CN1C(=O)c2ccc(NCCN3C(=O)c4ccccc4C3=O)cc2C1=O	0.1	-2.8
Cc1ccsc1C(O)CNC(=O)c1ccccc1C(F)(F)F (stereo not drawn)	-9.1	-6.9
CN(C)c1ccc(NC(=O)CC2SC(=N)NC2=O)cc1 (stereo not drawn)	-6.0	1.1
Cc1ccc(N2CCN(C(=O)c3cn4cccc(C)c4n3)CC2)cc1	3.8	-2.5
CCOc1ccc(C(=O)Nc2nnc(C3CCCCC3)s2)cc1	-1.9	-2.9
COc1ccc(-c2nnc(-c3ccc(Br)o3)o2)cc1	-3.5	1.0
COc1cccc(N2CC(C(=O)NCC3(c4ccc(F)cc4)CC3)CC2=O)c1 (stereo not drawn)	-4.2	-4.1
COc1ccc(Nc2nnc(-c3ccc(C(=O)NCCO)cc3)c3ccccc23)cc1	1.8	-4.0
COCCNC(=O)c1ccc(-c2nc3ccccc3n(CC(C)C)c2=O)cc1	11.5	-2.9
COc1ccc(OC)c(-c2nc(NC(=O)c3ccc(C)cc3)sc2C)c1	42.7	-12.3
CSc1cccc(NC(=O)N2CCCC2c2nc(-c3cccc(C)c3)no2)c1 (stereo not drawn)	-6.0	-5.5
O=C1CSC(c2cccnc2)N1c1ccc(Cl)cc1 (stereo not drawn)	2.0	-1.1
NC(=O)c1cccc(N=Cc2cccc(Cl)c2Cl)c1	11.0	2.9
CCN(CC)c1ccc(NS(=O)(=O)c2ccc(OC)cc2)cc1	49.4	0.2

Quoted from the listing.
`N#CC1=C(SCC(=O)Nc2nccs2)NC(=O)CC1c1ccccc1F` (stereo not drawn) in mHTT-CaM PPI inh has -4.0
`CC(C)(C)OC(=O)NCCN=Cc1ccc(Cl)cc1` in Pf apPOL inh has 5.2
`Cc1ccsc1C(O)CNC(=O)c1ccccc1C(F)(F)F` (stereo not drawn) in mHTT-CaM PPI inh has -9.1
`O=[N+]([O-])c1cc(Cl)ccc1Oc1c(Cl)cccc1Cl` in Pf apPOL inh has 2.5
`Cc1ccc(S(=O)(=O)NC(Cc2ccccc2)C(=O)O)cc1` (stereo not drawn) in mHTT-CaM PPI inh has -4.4

Additional compounds follow.
SMILES	mHTT-CaM PPI inh	Pf apPOL inh
CCCCN1C(=O)C(C)(C(=O)NC2CCCC2)Oc2cccnc21 (stereo not drawn)	-2.6	-0.5
COc1cccc(C2CC(c3ccc4c(c3)OCO4)=NC3(CCN(C(C)C)CC3)N2)c1O (stereo not drawn)	2.7	0.4
CCCCC[C@H](CC(=O)NO)C(=O)N[C@H](C(=O)N1CCC[C@H]1CO)C(C)C	x	2.0
O=C1CS(=O)(=O)C(c2cccc([N+](=O)[O-])c2)N1c1ccc(Cl)cc1 (stereo not drawn)	14.0	-0.5
COc1cccc(CN2C(=O)CCC2(C)C(=O)NCCC(C)C)c1OC (stereo not drawn)	-3.3	-3.4
COc1ccc(-c2nnc(SCC(=O)NC(C)c3ccccc3)o2)cc1OC (stereo not drawn)	4.2	-3.4
CC(=O)NC(=O)CSc1nc2ccccc2s1	-0.8	-4.5
O=C(Cc1cccs1)N1CCCn2cc(-c3ccccc3)nc21	27.2	-3.3
COc1ccc(NC(=O)c2ccc(OCC(C)C)cc2)cc1Cl	-5.8	-1.7
CCN(CC)C(=O)CSc1ccccc1	-4.5	-1.4
Cc1cccc(N2CCN(C(=O)c3ccc(-c4cccnc4)nc3)CC2)c1	17.9	-0.2
COc1ccc(-c2nc(C)c3c(n2)N(C(C)C)C(=O)C3)cc1	-8.6	13.5
O=C(COc1ccc2ccccc2c1)N1CCN=C1SCc1cccnc1	24.1	-4.9
O=C(N1CCOCCOc2ccccc2OCCOCC1)C(F)(F)F	-4.0	5.7
O=C(NCC(=O)N1CCCc2ccccc21)c1cccc2[nH]ccc12	-0.3	-0.6
CC(C)c1ccc(C(=O)Nc2cccc(NC(=O)c3cccs3)c2)cc1	1.7	-6.5
COc1ccc(C(=O)N2CCN(C3C4CC5CC(C4)CC3C5)CC2)cc1 (stereo not drawn)	-1.4	4.4
Cc1ccc(S(=O)(=O)N(CC(O)CN2C(=O)NC(C)(C)C2=O)c2ccccc2[N+](=O)[O-])cc1 (stereo not drawn)	1.0&9.2	1.6&1.7
CC(C)NC(=O)NC1CCN(C(=O)C2CCC2)C1 (stereo not drawn)	4.3	-6.9
COC(=O)C1=CO[C@@H](O)[C@@H]2C(CO)=CC[C@H]12	x	2.9

Rewritten as a markdown table: part of the list above.
| structure | mHTT-CaM PPI inh | Pf apPOL inh |
| --- | --- | --- |
| Cc1ccc(NC(=O)N2CCN(C)CC2)cc1 | -1.4 | -1.1 |
| CCOc1ccc(C(=O)Nc2nnc(C3CCCCC3)s2)cc1 | -1.9 | -2.9 |
| COc1ccc(Nc2nnc(-c3ccc(C(=O)NCCO)cc3)c3ccccc23)cc1 | 1.8 | -4.0 |
| O=[N+]([O-])c1cc(Cl)ccc1Oc1c(Cl)cccc1Cl | x | 2.5 |

The list continues:
SMILES	mHTT-CaM PPI inh	Pf apPOL inh
CN(C)CCN1C(=O)C(O)=C(C(=O)c2ccco2)C1c1ccncc1 (stereo not drawn)	2.8	-12.7
O=C(Oc1ccc(C2SCCS2)cc1)c1ccccc1	x	-5.5
COc1cccc(-c2ccc3nc(N4CCC(C(N)=O)CC4)sc3n2)c1	31.0	-7.3
COc1cc(C)ccc1OCCCCOc1ccccc1F	-49.9	-7.6
Cc1ccc(Cl)cc1NC=CC(=O)c1ccc(Cl)cc1	1.0	-8.1
CCc1cccc(C)c1NC(=O)C(C)Oc1ccc(Cl)cc1C (stereo not drawn)	2.2	10.8
CCOC(=O)CNC(=O)N1CCCC1c1cc(C)no1 (stereo not drawn)	0.3	-1.6
COc1ccc(CNS(=O)(=O)/C=C/c2ccc(F)cc2CNC(=O)OC(C)(C)C)cc1	-2.3	29.2
CN(C)CCCNC(=O)c1ccnc(N2CCNC(c3ccccc3)C2)c1 (stereo not drawn)	-2.0	-3.3
COc1ccccc1CNC(=O)c1cc2n(n1)CCCN(Cc1cccc(F)c1)C2=O	7.4	-0.2
COc1ccc(-c2c(C)c3ccc(O)c(C)c3oc2=O)cc1	-5.3	-13.3
COc1cccc(C=C2Oc3cc(OCC(=O)OC(C)C)ccc3C2=O)c1	1.1	-9.7
CCN(CC)S(=O)(=O)c1cc(C(=O)Nc2ccc(C(=O)O)cc2)ccc1Cl	-5.4	6.1
COc1cc([N+](=O)[O-])cc2c1NC(c1ccccc1Cl)C1CC=CC21 (stereo not drawn)	13.0	2.2
CN1C(=O)C(=O)C(=C(O)c2ccccc2)C1c1ccc(Br)cc1 (stereo not drawn)	10.3	12.0
Cc1cc(C)cc(OCC(=O)O/N=C(\N)c2cccnc2)c1	i	1.5
Cc1ccc(CN2CCCC(C(N)=O)C2)cc1 (stereo not drawn)	-0.6	-5.4
COc1ccc(NC(=O)c2ccc3c(c2)OCO3)c(OC)c1	-8.0	-3.8
COc1ccc(Cl)cc1C(=O)NCC1(O)CCCC1	-3.5	-4.3
CCOc1ccc(C2=NC3(CCN(C(C)C)CC3)NC(c3ccccc3O)C2)cc1 (stereo not drawn)	7.8	4.9
Cn1c(=O)c2nc3ccccc3nc2n(C)c1=O	-0.7	2.2
COc1ccc(Cl)cc1C(=O)Nc1c2c(nn1-c1ccc(C)cc1)CSC2	5.0	-5.3
O=[N+]([O-])c1ccccc1CNC(Cc1ccccc1)c1ccccc1 (stereo not drawn)	-14.8	9.1
COc1ccc(OC)c(-c2csc(NC(=O)NCc3cccs3)n2)c1	21.8	-3.0
O=c1c2ccccc2nc2c3ccccc3c(Cl)nn12	0.0	1.0
CC1(C)CN(Cc2cccnc2)C(=O)[C@H]1CC(=O)Nc1ccc(Br)cc1	24.9	-6.7
CCSc1nnc2c(n1)OC(c1cccn1C(C)=O)N(C(C)=O)c1ccccc1-2 (stereo not drawn)	1.0	6.2
CSc1ccccc1CN1CCC(CNC(=O)Nc2c(F)cccc2F)CC1	-14.3	-7.0
Cc1cc(C)c(NC(=O)c2cccnc2)c(Cl)c1	-1.5	2.4
Cc1ccc(OCC(=O)Nc2ccc(Br)cn2)c(C)c1	-4.3	-5.4
CCc1ccc(S(=O)(=O)N2CCc3nc(CNC(=O)C4CCC4)n(C)c3C2)cc1	19.9	-4.1
CC(=O)Nc1cccc(NC(=O)c2ccc([N+](=O)[O-])cc2)c1	4.8	2.0
O=C1OC(c2ccc([N+](=O)[O-])cc2Cl)=N/C1=C\c1ccccc1F	1.0	-1.6
Clc1nc(NCc2ccccc2)nc(NCc2ccccc2)n1	4.0	-2.7
Cn1cccc1CN(C(=O)Cn1c(=O)oc2ccccc21)C1CC1	0.8	-0.4
COCCN1C(=O)C(=O)C(=C(O)c2ccc(OC)c(C)c2)C1c1cccs1 (stereo not drawn)	-7.3	-7.1
Cc1ccc(C23CC4CC(CC(NC(=O)NN)(C4)C2)C3)cc1	13.3	0.3
COc1ccccc1/C=C/CN1CCN(CCOCCO)CC1	0.6	-7.3
COC(=O)c1ccc(C2CCNCC2)cc1	-3.1	-1.2
O=c1[nH]c2ccsc2c(=O)n1-c1ccc(F)cc1	3.0	4.7

4 records picked at random from the list so far:
SMILES	mHTT-CaM PPI inh	Pf apPOL inh
Clc1nc(NCc2ccccc2)nc(NCc2ccccc2)n1	4.0	-2.7
COc1ccccc1/C=C/CN1CCN(CCOCCO)CC1	0.6	-7.3
O=c1c2ccccc2nc2c3ccccc3c(Cl)nn12	0.0	1.0
Cc1cc(C)c(NC(=O)c2cccnc2)c(Cl)c1	-1.5	2.4

Going on with the list.
SMILES	mHTT-CaM PPI inh	Pf apPOL inh
Cc1nc(N2CCOCC2)c2c(C)c(C(=O)Nc3ccc(Br)cc3C)sc2n1	-2.0	-2.5
CCOC(=O)N1CCN(C(=O)c2c(Cl)cccc2Cl)CC1	-0.4	-9.6
O=[N+]([O-])c1ccccc1CN1CCN(C2CCN(Cc3ccccc3)CC2)CC1	1.6	-6.4
Cc1ccc2c(c1)CCCN2CN1C(=O)c2cccc([N+](=O)[O-])c2C1=O	10.0	0.5
CCN1C(=O)Cc2cc(C(=O)NC(C)c3ccccc3)ccc21 (stereo not drawn)	4.1	2.3
COc1ccccc1-c1nc(C2CCN(C(=O)c3ccc(C#N)cc3)CC2)no1	-14.0	6.6
Cc1cccc(C(=O)Nc2ccc(N3CCN(C(=O)CC(C)C)CC3)nc2)c1	2.6	-5.2
Cc1ccc(-c2nnc(N3CCC(C(=O)N4CCC(N5CCCCC5)CC4)CC3)o2)cc1	10.2	-4.9
Cc1nc(C)c(C)c(N2CCN(C(=O)c3ccc(Br)cc3)CC2)n1	10.0	0.4
CCc1onc(C)c1C1CCCN1C(=O)Nc1ccc(F)c(Cl)c1 (stereo not drawn)	-5.1	6.1
Cn1cccc1C(=O)N1CCc2c(nc3cc[nH]n3c2=O)C1	-2.6	-0.5
CC(C)CC(=O)N1CCC(CCOc2cccc(F)c2)CC1	-6.2	-3.2
CCOc1ccccc1NC(=O)N1CCCC1c1nc(-c2ccc(OC)cc2)no1 (stereo not drawn)	-8.6	-4.4
Cn1c(=O)c(-c2ccc(C(=O)N3CCOCC3)cc2)nc2ccccc21	0.5	-3.9
CCCN1C(=O)/C(=C\c2nc3ccccc3c(=O)n2CCCO)c2cc(Br)ccc21	26.0	-1.4
O=C(Nc1cccc2ncccc12)c1ccccc1Cl	-3.0	-6.1
N#Cc1cnn(-c2ccccc2)c1NC(=O)c1ccccc1F	-3.0	-0.4
CCCCOc1ccc(C(=O)NCc2cn(C)nc2C)cc1	-2.8	-3.6
COc1ccc2nc(NN)nnc2c1	x	6.0
Cc1cc(Oc2ccccc2)nc(N)n1	2.7	-0.9
C=CCNC(=O)/C(=C\c1ccc([N+](=O)[O-])cc1)NC(=O)c1ccco1	0.6	-4.0
COC(=O)[C@H](C(C)C)N1Cc2nnn(Cc3ccc(C)cc3)c2-c2ccccc2S1(=O)=O	-7.7	-2.0
COc1cccc(CNC(=O)c2cnn3c(C(F)(F)F)cc(-c4cccs4)nc23)c1	7.0	-9.8
OCCOCCNc1ncnc2c1c(-c1ccccc1)cn2-c1cccc(Cl)c1	54.0*	-13.0
Nc1c(-c2ccc([N+](=O)[O-])cc2)sc2nc3c(cc12)CCCC3	6.0	-13.6
COc1ccc(Cl)cc1NCN1C(=O)S/C(=C\c2ccc(F)cc2)C1=O	7.0	-11.4
CC(C)(C)NC(=O)Nc1ccc(N2CCCN(Cc3cccs3)CC2)nc1	12.9	-3.1
O=C(Nc1ccccc1C(=O)N1CCCCC1)c1cccc(F)c1	-4.7	-4.4
CCN(CC)C(=O)COc1ccc2c(C)c(Cc3ccccc3)c(=O)oc2c1C	31.0	-1.3
CS(=O)(=O)N1CCN(C(=O)c2ccc(N3CCCC3)nn2)CC1	-2.0	-6.0
CCCNc1cc(N2CCC(CCC(=O)NC3CCN(C(=O)OCC)CC3)CC2)ncn1	0.7	-5.9
Cc1nc(NC(=O)c2ccccc2)sc1CN1CCOCC1	-4.3	-4.3
Cc1ccc(C)c(C2=NN(C(=O)CN3CCOCC3)C(c3ccccc3F)C2)c1 (stereo not drawn)	62.2*	-2.1
CN(CCOC(=O)C(C)(C)C)c1nc2cc(Cl)ccc2s1	x	-44.2
Cc1c(Cl)cccc1NC(=O)c1sc2ncn(Cc3ccccc3F)c(=O)c2c1C	0.0	-13.5
COc1ccccc1N1CCN(C(=O)CN(c2ccccc2C)S(C)(=O)=O)CC1	11.4	-2.8
O=C(Nc1ccc(N2CCCN(Cc3cccc(F)c3)C2=O)cc1)C1CC1	9.5	-0.2
